TrxR1 inh = rat TrxR1 inhibition; recombinant rTrxR1, NADPH fluorescence consumption, selenite substrate; Potency, µM (series often up to 114 µM), inactives show top-dose activity change, negative = inhibition, actives largely listed as inhibitors; hit rate 1% among 390,000; AID 588453; further: potency means the concentration at half of the fitted maximal effect; on the % scale 0 is the no-effect control and ±100 the full control effect; nearly all actives have a fitted effect of over 65% in size
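Rat TrxR1 (90 nM in the dispensed reagent) was pre-reduced with 400 uM NADPH for 5 min at room temperature, then incubated with compound for 15 min. After 400 uM selenite was added, NADPH fluorescence (Ex 340/Em 450 nm) was followed for 8 min.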
TRHR PAM = allosterically enhances the human TRH receptor; hit rate 0.66% among 360,000; P34981; TRHR cells, fluo-8 calcium fluorescence, EC20 TRH enhancement; AID 493056; enhancement, % at 2 µM; in the data active means enhancement above about 30%; further: 0% is about no effect
Target sequence (P34981 whole entry, looked up): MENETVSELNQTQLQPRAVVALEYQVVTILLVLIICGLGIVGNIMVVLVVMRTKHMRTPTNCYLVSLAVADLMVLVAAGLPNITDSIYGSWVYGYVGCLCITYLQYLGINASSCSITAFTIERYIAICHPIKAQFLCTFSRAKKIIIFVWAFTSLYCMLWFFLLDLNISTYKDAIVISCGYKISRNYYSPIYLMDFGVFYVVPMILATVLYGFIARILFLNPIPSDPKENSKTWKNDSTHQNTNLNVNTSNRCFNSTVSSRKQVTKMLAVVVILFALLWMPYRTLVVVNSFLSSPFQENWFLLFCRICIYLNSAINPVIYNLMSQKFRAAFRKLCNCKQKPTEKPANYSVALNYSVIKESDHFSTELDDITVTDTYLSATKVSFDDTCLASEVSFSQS
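Enhancer read-out: after compound pinning and an initial kinetic agonist-mode read, an EC20 of TRH (10 nM final) was injected and fluo-8 calcium signal (Ex 480/Em 530) followed at 1 s/cycle for 100 cycles in TRHR-expressing cells.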
D2 antagonist = D2 dopamine receptor (human) antagonism. HEK293 TREx D2 cells, calcium flux, dopamine EC80. P14416. hit rate 2% among 340,000. inhibition, % at 10 µM. AID 485344; in the data active means inhibition above about 30%; further: 0% is about no effect
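Antagonism is scored as inhibition of an EC80 dopamine-evoked calcium signal in a force-coupled, tetracycline-inducible HEK293 T-REx D2 line, with compound present 180 s before agonist.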
PI4K2A inh = inhibitors of human PI4K2A | Q9BTU6 | purified PI4K2A, ADP-Glo luminescence, 1 h; hits give low values | activity change, negative = inhibition, % at 76.9 µM | hit rate 0.13% among 420,000 | AID 1346378; in the data active means activity change below about -50%; inconclusive means mostly about -30% to -49%;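 further: -100% = wells without enzyme as full effect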
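Compounds are screened against recombinant PI4K2A using PI as substrate and ATP, the latter dispensed at 300 microM. Reactions run one hour at ambient temperature before ADP-Glo detection; full inhibition defined by wells lacking enzyme.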
USP1 inh = inhibitors of human USP1/UAF1 deubiquitinase. recombinant USP1/UAF1, Ub-Rhodamine cleavage fluorescence. Potency, µM (top dose mostly 57.1 µM), for the others: at the highest dose activity change, negative = inhibition, hits mostly inhibitors. hit rate 0.23% among 390,000; further: potency means the concentration at half of the fitted maximal effect; on the % scale 0 is the no-effect control and ±100 the full control effect; nearly all actives have a fitted effect of over 60% in size; inactives centre near -12
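In this screen, compounds sit with the deubiquitinase complex (1nM) for 15 min at room temperature before Ub-Rho is added at 150nM final. Fluorescence rise is then followed for 6 reads every 60 seconds.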
TRHR agonist = activates the human TRH receptor | AID 493084 | activation, % at 2 µM | TRHR cells, calcium flux fluo-8, FDSS agonist mode | hit rate 0.18% among 360,000 | P34981; in the data active means activation above about 30%; further: 0% is about no effect
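TRHR-expressing cells, plated overnight in medium with 10% serum, were loaded with fluo-8 calcium dye at room temperature. After a 10 s baseline, library compound was pin-added and calcium release was recorded kinetically (ex 480/em 530) as agonist response.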
D2 agonist = D2 dopamine receptor (human) agonism. P14416. HEK293 T-REx D2 cells, calcium flux agonist mode. activation, % at 2 µM. hit rate 0.53% among 340,000;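 active means activation over 3 SD above normal in the single-dose calcium agonist read, cut at about 30% in these data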; further: 0% is about no effect
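Tetracycline-induced HEK293 Trex cells with D2 receptor force-coupled to calcium signaling, plated overnight at 30 C and loaded with no-wash calcium dye. Calcium flux read kinetically for 180 s after compound addition; responses flag agonists.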
IDH1 R132H inh = blocks human mutant IDH1 R132H enzyme. AID 602179. IDH1-R132H enzyme, NADPH consumption, diaphorase/resazurin fluorescence. O75874. Potency, µM (top dose mostly 76.6 µM), without a hit: at the highest dose activity change, negative = inhibition, most hits filed as inhibitors. hit rate 0.093% among 390,000; further: potency means the concentration at half of the fitted maximal effect; on the % scale 0 is the no-effect control and ±100 the full control effect; nearly all actives have a fitted effect of over 65% in size
Target sequence (O75874 whole entry R132H, stated change not applied): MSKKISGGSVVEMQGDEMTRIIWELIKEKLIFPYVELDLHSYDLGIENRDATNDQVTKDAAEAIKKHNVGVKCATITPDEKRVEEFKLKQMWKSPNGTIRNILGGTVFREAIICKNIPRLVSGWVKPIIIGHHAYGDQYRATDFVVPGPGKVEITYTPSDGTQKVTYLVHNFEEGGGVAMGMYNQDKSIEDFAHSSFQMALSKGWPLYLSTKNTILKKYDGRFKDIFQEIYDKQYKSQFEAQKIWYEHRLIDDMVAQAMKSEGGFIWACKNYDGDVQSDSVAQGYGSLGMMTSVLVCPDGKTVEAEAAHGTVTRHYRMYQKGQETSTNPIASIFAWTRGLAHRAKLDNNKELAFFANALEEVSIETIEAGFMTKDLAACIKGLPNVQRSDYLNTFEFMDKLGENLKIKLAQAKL
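IDH1-R132H (0.5 ug/mL dispensed) in pH 7.5 Tris buffer was preincubated 30 min with compound, then given a substrate mix of 0.016 mM NADPH and 2 mM alpha-KG for 80 min at room temperature; remaining NADPH was read by diaphorase/resazurin fluorescence.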
TrxR1 substrate = rat thioredoxin reductase 1 substrate activity | purified TrxR1 substrate turnover, NADPH consumption readout | O89049 | hit rate 0.01% among 390,000 | AID 588456 | Potency, µM (top dose mostly 114 µM), inactives show at the top dose activity change, negative = substrate turnover; further: potency means the concentration at half of the fitted maximal effect; on the % scale 0 is the no-effect control and ±100 the full control effect; nearly all actives have a fitted effect of over 50% in size
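Rat TrxR1, dispensed at 90 nM, was prereduced with 400 uM NADPH (final) for 5 min at ~22 deg C, then incubated with compound 15 min before 400 uM selenite. A first-read NADPH fluorescence drop versus no-compound background flagged substrates.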
Active calls of the source: *; ? = inconclusive; . = no result given; & = joins results of further samples; [ ] = another dose, or the depositor's remark. Unless noted, the call rests on the fitted dose curve; in most records, active means well fitted inhibition curve with a large enough effect; inconclusive means small, poorly fitted or top-dose-only effect; inactive means no such curve, though single readings can be large or run the other way.

SMILES	TrxR1 inh	TRHR PAM	D2 antagonist	PI4K2A inh	USP1 inh	TRHR agonist	D2 agonist	IDH1 R132H inh	TrxR1 substrate
CCCCNC(=O)C(=O)c1ccccc1NC(C)=O	6%[57.1 µM]	-1	14	3	9%	0.3	-0.1	-5%	-2%
CCc1cccc(NC2c3ccccc3C(=O)N2c2cccnc2)c1 (stereo not given)	28%[57.1 µM]	5	8	-1	-9%	-0.1	0.2	-2%	8%[57.1 µM]
Cc1ccccc1CC1S/C(=N/N=C/c2ccco2)NC1=O (stereo not given)	.	3	4	.	.	0.7	0.0	.	.
CCOCCc1nn2c(=O)cc(COC(=O)c3ccc(NC(=O)C(C)(C)C)cc3)nc2s1	-4%[57.1 µM]	-3	.	-1	5%	-1.0	.	26%	-4%[57.1 µM]
CCOC(=O)c1nc2ccccc2c(=O)[nH]1	4%	10	-4	-1	-15%	-0.7	-1.6	3%	1%
CCN(C(=O)/C=C/c1ccccc1)C1CCCCC1	13%[57.1 µM]	2	10	-3	-23%	0.3	1.4	-1%	8%[57.1 µM]
Cc1ccc(N(CC(=O)Nc2ccc(S(=O)(=O)N3CCOCC3)cc2)S(C)(=O)=O)cc1C	11%	4	0	5	-9%	0.8	0.3	2%	5%
Cc1cc(C(F)(F)F)c(C#N)c(N2CCOCC2)n1	10%	8	-8	-3	-1%	-0.1	-1.7	1%	6%[57.1 µM]
O=[N+]([O-])c1ccc(S(=O)(=O)N/N=C/c2ccc3c(c2)OCO3)cc1	-10%	7	12	0	-18%	-0.6	0.1	-11%	-7%
NC(=O)Nc1ccc(Nc2ccccc2)cc1	4%	0	-1	-21	-18%	-0.3	-2.0	-1%	5%
Cc1ccc(Sc2ncccc2C(=O)NC2CCCCCC2)cc1C	3%	1	11	1	-20%	0.1	5.8	0%	1%
Cc1ccc(C(=O)NCCCNC(=O)c2ccco2)cc1	8%	-9	11	-3	-20%	0.1	-0.6	1%	3%
O=C(NCc1ccc2c(c1)OCO2)c1ccc2c(c1)N(Cc1ccc(F)cc1)C(=O)c1ccccc1S2=O (stereo not given)	36%	13	.	-2	-20%	0.7	0.6	-8%	3%
Cc1ccc(-c2cc(C(=O)Oc3ccccc3)c3cccc(C)c3n2)cc1	22%	14	.	-4	-18%	-0.9	-2.2	-13%	22%
Cc1ccc(OCCC(=O)OCC(=O)Nc2ccc(N3CCOCC3)cc2)cc1	14%	-1	-1	12	-7%	-0.6	-0.1	-5%	-4%[57.1 µM]
Cc1nnc(SCC(=O)NC2CCCC2)n1CCc1ccccc1	13%[57.1 µM]	-3	1	-2	-19%	0.1	0.2	-1%	3%[57.1 µM]
CC(=O)Nc1ccc(NC(=O)C2CC(=O)N=C(N)S2)cc1 (stereo not given)	1%	8	-21	4	-22%	-2.4	-0.9	9%	3%
Cc1[nH]nc(SCC(=O)Nc2cccc(O)c2)c1[N+](=O)[O-]	8%	0	-6	-2	-10%	-0.8	-0.2	-3%	3%
O=C(NC(=S)Nc1ccc(Br)cc1)C1CCCCC1	5%	13	-11	-1	-2%	0.1	-0.8	-6%	3%
CCCn1c(N)c(C(=O)CSc2nnc3n2CCCCC3)c(=O)[nH]c1=O	-1%	-10	4	-16	6%	0.6	0.0	-5%	0%
CC1CCN(S(=O)(=O)c2ccc(Cl)cc2Br)CC1	-13%	2	12	1	-5%	0.5	-0.3	5%	-8%
CN(C(=O)c1cccc(NC(=O)C2CCN(C(=O)OC(C)(C)C)CC2)c1)C1CCCCC1	9%	.	.	1	-22%	.	.	8%	1%
Cc1ccc(-c2csc(NC(=O)c3ccco3)n2)cc1C	31%[activator]	0	1	-3	?	-0.5	0.1	8%	7%
NN=C1c2ccccc2C(=O)C1C(=O)C(c1ccccc1)c1ccccc1 (stereo not given)	0%[57.1 µM]	.	.	-1	10%	.	.	4%	-10%
CC(C)NC(=O)c1ccccc1S(=O)(=O)c1ccccc1C#N	0%[57.1 µM]	-3	14	2	-1%	-0.5	0.5	-3%	3%[57.1 µM]

Shown as a markdown table: part of the list above
| Compound | TrxR1 inh | TRHR PAM | D2 antagonist | PI4K2A inh | USP1 inh | TRHR agonist | D2 agonist | IDH1 R132H inh | TrxR1 substrate |
| --- | --- | --- | --- | --- | --- | --- | --- | --- | --- |
| CCCCNC(=O)C(=O)c1ccccc1NC(C)=O | 6%[57.1 µM] | -1 | 14 | 3 | 9% | 0.3 | -0.1 | -5% | -2% |
| CCc1cccc(NC2c3ccccc3C(=O)N2c2cccnc2)c1 (stereo not given) | 28%[57.1 µM] | 5 | 8 | -1 | -9% | -0.1 | 0.2 | -2% | 8%[57.1 µM] |
| Cc1ccccc1CC1S/C(=N/N=C/c2ccco2)NC1=O (stereo not given) | . | 3 | 4 | . | . | 0.7 | 0.0 | . | . |
| CCOCCc1nn2c(=O)cc(COC(=O)c3ccc(NC(=O)C(C)(C)C)cc3)nc2s1 | -4%[57.1 µM] | -3 | . | -1 | 5% | -1.0 | . | 26% | -4%[57.1 µM] |
| CCOC(=O)c1nc2ccccc2c(=O)[nH]1 | 4% | 10 | -4 | -1 | -15% | -0.7 | -1.6 | 3% | 1% |

Next records follow:
SMILES	TrxR1 inh	TRHR PAM	D2 antagonist	PI4K2A inh	USP1 inh	TRHR agonist	D2 agonist	IDH1 R132H inh	TrxR1 substrate
O=C(O)C1C2C=CC(C2)C1C(=O)NC1CCS(=O)(=O)C1 (stereo not given)	-15%	-1	-2	0	-9%	0.6	0.4	2%	-12%
CCCCOc1ccc(C(=O)NCC(c2ccc(Cl)cc2)N2CCOCC2)cc1 (stereo not given)	2%	1	.	2	-32%	-0.4	0.6	-4%	-9%
CCOC(=O)c1cnc(-n2nc(C)cc2C)nc1NCc1ccccc1	-11%	-4	5	-3	-27%	1.2	-1.5	-3%	-8%
CCOCc1nnc(NC(C)=O)s1	6%	1	8	-1	-4%	0.4	0.0	2%	2%
COCC(=O)N1CCC(Oc2ccc(C(=O)N3C[C@@H]4CCC[C@H]3C4)cc2)CC1	2%	4	-12	-3	1%	0.1	0.1	-12%	-2%
Cc1cc(C)cc(Nc2nc(-c3ccc(S(=O)(=O)N4CCCC4)cc3)cs2)c1	26%	14	.	-16	-11%	0.2	.	-3%	18%
Cc1c[n+]([O-])ccc1Oc1ccc([N+](=O)[O-])cc1	-31%	2	5	-2	-9%	0.1	0.0	1%[38.3 µM]	-20%
CCN(CC)c1ccc(C(=O)OCC(=O)NC2CCCCC2C)cc1 (stereo not given)	8%	16	-5	0	-2%	-1.5	-0.4	2%	2%
CCC(C(=O)Nc1ccccc1C(=O)N1CCCC1)N1C(=O)c2ccccc2C1=O (stereo not given)	14%	6	23	6	-3%	-0.1	0.1	7%	0%
O=C(COC(=O)c1ccccn1)Nc1ccccc1OC(F)F	16%	-1	0	-1	-9%	1.0	0.6	2%	0%
C/C(N)=C(/C#N)C(=O)CSc1nc(C2CCCCC2)n(-c2ccccc2)n1	21%&-7%	2	-15	5&-4	-20%&-21%	-0.4	0.3	-3%&4%	-2%&-8%
Cc1cc(=O)oc2cc(OCC(=O)Nc3ccccc3C(=O)O)ccc12	-3%	14	24	6	-3%	0.2	-0.2	16%	24%
CCCn1c(N)c(N(CCOC)C(=O)c2cccc(F)c2)c(=O)[nH]c1=O	8%[57.1 µM]	0	.	-7	-21%	-0.4	.	3%	7%[57.1 µM]
CCOC(=O)c1cc(C#N)c(SCC(=O)c2cc(C#N)c(SC)nc2C)[nH]c1=O	?	-1	-8	-6	?	0.7	-0.4	-4%	-10%
NC(=O)c1ccc(/C=N/O)[n+](Cc2ccccc2)c1	1%	29	-1	-1	-24%	0.4	0.1	10%	-12%
COc1ccc(C2CC(=O)c3c(O)cc(O)cc3O2)c(CC=C(C)C)c1OC (stereo not given)	6%	.	.	-3	-25%	.	.	-19%	-1%
O=C(Cn1ncc2c3ccccc3n(Cc3ccccc3)c2c1=O)NCCCN1CCCCC1	-10%	-4	.	-2	-8%	0.5	-0.4	-10%	-4%
Cc1ccc2c(c1)NC(=O)C(CC(=O)NCCN(CC(C)C)CC(C)C)O2 (stereo not given)	-9%[57.1 µM]	-4	16	1	-10%	0.3	-0.3	-1%	8%[57.1 µM]
Cc1ccc([N+](=O)[O-])cc1NC(=O)CN(C(=O)c1ccccc1Cl)C1CCCCC1	-8%	0	-2	0	-1%	-0.2	-1.3	-1%	-6%
COc1ccc(NC(C)=O)cc1S(=O)(=O)NC(Cc1ccccc1)C(=O)NCc1ccccc1C (stereo not given)	22%	8	10	4	-32%	-1.7	-0.9	-5%	12%
Cc1cc(C)c2nc(SCC(=O)NCCC3=CCCCC3)cc(C)c2c1	-15%	-3	0	-4	-5%	-0.1	0.3	1%	-11%
CCCOc1ccc(N2C(=O)CC(NNC(=O)c3ccc(COc4ccccc4)o3)C2=O)cc1 (stereo not given)	-5%[11.4 µM]	6	-1	2	-24%	-0.2	-1.0	13%	-5%[11.4 µM]
O=C(CCc1nnc(CCCCc2ccccc2)o1)NCCN1CCCCC1=O	10%	-5	23	-1	-18%	-0.4	-0.5	0%	-3%
CCOc1ccccc1CN1CCNC(=O)C1CC(=O)N(C)Cc1nonc1C (stereo not given)	3%[57.1 µM]	-1	.	-1	-4%	0.0	.	1%	7%
Cc1cc2oc(C(=O)Nc3sc4c(c3C(=O)NCC3CCCO3)CCC4)cc(=O)c2cc1C (stereo not given)	17%	6	.	-3	?	-0.3	-0.6	38%[activator]	7%
COc1ccc(CN2CCN(C3CCC3)CC2CCO)c(F)c1 (stereo not given)	10%	0	-10	0	1%	0.6	0.6	7%	-3%
COc1ccc(C(=O)CN2C(=O)NC(C)(c3ccc(C)cc3)C2=O)cc1OC (stereo not given)	-1%	2	4	-1	-22%	5.7	4.5	1%	-4%
N#CCSc1nc(-c2ccccc2)cs1	15%[57.1 µM]	-5	17	-1	-20%	-1.0	-2.1	8%	9%[57.1 µM]
CCOC(=O)NC(=O)c1cn(Nc2ccccc2C(F)(F)F)c(=O)[nH]c1=O	17%[11.4 µM]	1	-5	3	-9%	0.2	0.1	-3%	-1%[57.1 µM]
O=C1CN(C(=O)Cn2ncc(Cl)c(Cl)c2=O)c2ccccc2N1	?	1	-5	-7	-12%	0.2	-0.1	12%	-12%[57.1 µM]

Bioassay records as filed in PubChem.
